Source: PubChem (SRMLSC)
E coli WT inh: blocks growth of wild type E. coli BW25113; E. coli BW25113 growth inhibition, OD600; inhibition, % at 10 µM; actives 0.05% (n = 20,000); AID 552; in the data active = inhibition above about 40%;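 note: bacteria exposed to compound for 20 hours at 37 °C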
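Material: bacterial strain in a whole-cell growth screen; Amount: inoculum from a 1:1000 dilution of a 1.5 h subculture; Buffer or medium: LB plus kanamycin 50 µg/mL; Dosing: one dose, 10 µM final; Times: compound exposure of 20 h at 37 °C; Measured by: absorbance at 615 nm as a measure of bacterial growth.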
* = called active by the depositor.

SMILES	E coli WT inh
O=C(O)CCC(=O)NC1CCCCCCC1	-25
CCOc1ccccc1-c1nnc(SCC(=O)Nc2ccccc2)o1	2
CN(Cc1nc(-c2ccccn2)no1)S(=O)(=O)c1ccc(Br)cc1	-11
COc1ccc(C)cc1NC(=O)C1CCN(S(=O)(=O)c2cccc3cccnc23)CC1	-1
COc1ccc(S(=O)(=O)Nc2ccc(NC(C)=O)cc2)cc1OC	2
CCOC(=O)N1CCN(Cc2nc(-c3ccc(C)cc3)no2)CC1	-20
O=C(O)CNC1=NCCC1	-16
Cc1nc(NC(=O)c2cc3c(s2)CCCCC3)sc1C(=O)N(C)C	-20
CC(C)(O)C#Cc1ccccc1C(=O)NC(CC(N)=O)C(=O)O (stereo not drawn)	-25
Cc1csc(SCC(=O)Nc2c(C)n(C)n(-c3ccccc3)c2=O)n1	-12
N#Cc1ccccc1Cn1c(=O)n(Cc2ccc(C(=O)NCc3ccco3)cc2)c(=O)c2ccccc21	10
CCOC(=O)N1CCN(C(c2ccc(Cl)cc2)c2sc3nc(C)nn3c2O)CC1 (stereo not drawn)	-2
Cc1ccc(-n2ncc3c(Nc4c(C)n(C)n(-c5ccccc5)c4=O)ncnc32)c(C)c1	-4
C=CCn1c(SCC(=O)Nc2cc3oc4ccccc4c3cc2OC)nnc1-c1cnccn1	-15
O=C(CSc1nnc(-c2cnccn2)n1Cc1ccco1)c1ccc(Cl)cc1	-2
COc1ccc(C)cc1NS(=O)(=O)c1ccc(NS(=O)(=O)c2ccc(NC(C)=O)cc2)cc1	-2
CN1CCN(Cc2nc3c(c(=O)n(C)c(=O)n3C)n2Cc2ccccc2Cl)CC1	-2
c1ccc(C2=Nn3c(nnc3-c3cc(-c4ccccc4)n[nH]3)SC2)cc1	-7
Cc1ccc2cc(CN(CCN3CCCC3)C(=O)Nc3ccc(F)cc3)c(=O)[nH]c2c1C	5
O=C1N=C(N2CCOCC2)CS1	3

Some of the entries above in a different format:
Cc1ccc2cc(CN(CCN3CCCC3)C(=O)Nc3ccc(F)cc3)c(=O)[nH]c2c1C
  E coli WT inh = 5
c1ccc(C2=Nn3c(nnc3-c3cc(-c4ccccc4)n[nH]3)SC2)cc1
  E coli WT inh = -7
CCOC(=O)N1CCN(Cc2nc(-c3ccc(C)cc3)no2)CC1
  E coli WT inh = -20
Cc1csc(SCC(=O)Nc2c(C)n(C)n(-c3ccccc3)c2=O)n1
  E coli WT inh = -12

The results go on:
SMILES	E coli WT inh
CCOC(=O)CCc1c(C)nc(SCCCn2c(=O)[nH]c3ccccc32)c(C#N)c1C	-16
Cc1cc(C)c(NC(=O)C2CCCN2CCO)c(C)c1 (stereo not drawn)	10
COc1ccc(C(=O)N2CCSC2=S)cc1OC	-1
Cc1ccc(C(=O)OCC(=O)c2ccc(Cl)s2)s1	12
COc1ccccc1-n1nnnc1SCc1ccccc1	-1
Cc1cc(NC(=O)Nc2ccc(F)c(Cl)c2)no1	-11
Cc1ccc(-c2noc(CN3CCN(c4ccccc4F)CC3)n2)cc1	-2
O=C(c1ccc2c(c1)OCCO2)C1CCN(C(=O)c2ccc(F)cc2)CC1	6
CN(c1cccc(NC(=O)c2ccccc2N(C)S(C)(=O)=O)c1)S(C)(=O)=O	-33
CCOC(=O)c1c(NC(=O)c2ccoc2C)sc2c1CCC2	-2
CS(=O)(=O)Nc1ccc([N+](=O)[O-])cc1Oc1ccccc1	-8
CC1CN(S(=O)(=O)c2ccc(Cl)c(C(F)(F)F)c2)CC(C)O1 (stereo not drawn)	-8
COc1cccc(C(=O)N2CCCC(c3nc(-c4cccs4)no3)C2)c1 (stereo not drawn)	13
S=c1[nH]c2ccc(Cl)cc2[nH]1	-3
CCSc1nc2c(c(=O)n1CC)SC(C)C2 (stereo not drawn)	6
CC(C)Sc1nc(N2CCOCC2)c2c(c1C#N)CC(C)(C)SC2	-26
COc1cccc(N2CCN(C3CC(=O)N(c4ccc(F)c(Cl)c4)C3=O)CC2)c1 (stereo not drawn)	-18
CCn1c(SCc2ccc(C)cc2)nnc1-c1cnccn1	-11
CCn1ncc(Cl)c1C(=O)Nc1ccncc1	-3
CN1CCN(c2ccc(NC(=O)Cc3ccccc3)cc2)CC1	-22
CC(=O)N(C(C)=O)c1cccc2c(N(C(C)=O)C(C)=O)cccc12	-4
O=C1c2ccccc2C(=O)N1CNc1ccccc1	-2
Cc1cccc(NC(=O)c2cnc3sccn3c2=O)n1	8
CCCCCc1c(C)nc(N2CCc3ccccc32)[nH]c1=O	-1
COc1cc(CN(C)CC(=O)c2[nH]c(C)c(C(C)=O)c2C)ccc1OC(F)F	3
O=C(NCCCn1ccnc1)NC(C(F)(F)F)C(F)(F)F	-5
Cc1ccc(N2CC(C(N)=O)CC2=O)cc1C (stereo not drawn)	-9
CCOc1ccc(OCC)c(C2C(C#N)=C(N)N(c3cccnc3)C3=C2C(=O)CC(C)(C)C3)c1 (stereo not drawn)	-1
CCC(=O)N1CCN(c2ccc(Cl)cc2NC(=O)c2ccc3c(c2)OCCO3)CC1	7
COc1ccccc1N(CC(=O)NC1CCCC1)C(=O)c1csnn1	-1
COc1ccc(CNC2CCCCC2C)c(OC)c1 (stereo not drawn)	3
CCOC(=O)c1ccc(NC(=O)CSC2=NC(=O)C(CC)C(=O)N2)cc1 (stereo not drawn)	6
Cc1nc(NCc2ccco2)c2oc3ccccc3c2n1	-2
COc1ccccc1NS(=O)(=O)c1ccc(NC(C)=O)cc1	-15
O=C1CCC(=O)N1OCCCCOc1ccccc1	-7
Cc1cc(=O)[nH]c2c1cnn2Cc1ccccc1	-7
CCOC(=O)N1CCC(N2C(=O)c3ccccc3C2Nc2cc(Cl)c(OC)cc2OC)CC1 (stereo not drawn)	16
CCCCC(NC(C)=O)c1nc2ccccc2n1CCC (stereo not drawn)	-3
Cc1cc(C)nc(NC(=O)c2c(-c3c(Cl)cccc3Cl)noc2C)n1	-4
O=S(=O)(Cc1ccc(Cl)cc1)N1CCCC1	-24
CCC(C)NC(=O)c1cc(-c2ccc(OC)cc2)on1 (stereo not drawn)	6
Clc1ccc2c(c1)C(N1CCNCC1)=Nc1ccccc1O2	10
Cc1occc1C(=O)NC(C)c1ccc2c(c1)OCO2 (stereo not drawn)	-16
CC(=O)c1cc(C#N)c(SCCC(C)C)nc1C	-19
Clc1ccc(-c2nnc(SCc3ccon3)o2)c(Cl)c1	-19
CS(=O)(=O)N(CCc1ccccc1)CC(=O)N1CCc2ccccc2C1	6
CCOC(=O)C1CCCN(CCCc2ccccc2)C1 (stereo not drawn)	6
O=C(Nc1ccc(Br)cn1)c1ccc2nccnc2c1	-16
Cc1cc(S(=O)(=O)N2CCCC2)ccc1OCC(=O)NCc1ccco1	-15
O=C(CSC1=NCCS1)NC1CCCCC1	-21
CCOC(=O)CCc1c(C)c2ccc(OC(C)C(=O)OCC)c(C)c2oc1=O (stereo not drawn)	-11
CN(C)c1ccc(P(=O)(OCc2ccccc2)C(O)c2ccncc2)cc1 (stereo not drawn)	6
CC(=O)CCc1ccc(OCCCCn2cncn2)cc1	-4
CC(=O)c1cccc(NC(=O)COc2ccc(S(=O)(=O)N3CCCCC3)cc2)c1	-19
CSc1ccccc1-n1nnnc1SCc1ccccc1	1
O=C(Nc1cnccn1)c1ccncc1	-20
CCSc1nnc(N2C(=O)CC(c3ccsc3)C3=C2CC(C)(C)CC3=O)s1 (stereo not drawn)	0
CCOc1ccc(C(=O)c2ccncc2)cc1	-11
O=C(NCc1ccccc1)C1CCCN1S(=O)(=O)c1cccc2cccnc12 (stereo not drawn)	11
CCOC(=O)CN1C2=NCCN2c2ccccc21	-3

Retrieved by structure from the entries so far (seven):
SMILES	E coli WT inh
O=C(Nc1cnccn1)c1ccncc1	-20
CCOC(=O)CCc1c(C)c2ccc(OC(C)C(=O)OCC)c(C)c2oc1=O (stereo not drawn)	-11
O=C(CSC1=NCCS1)NC1CCCCC1	-21
CCOC(=O)CN1C2=NCCN2c2ccccc21	-3
CC(=O)CCc1ccc(OCCCCn2cncn2)cc1	-4
Clc1ccc(-c2nnc(SCc3ccon3)o2)c(Cl)c1	-19
Clc1ccc2c(c1)C(N1CCNCC1)=Nc1ccccc1O2	10

Following part.
SMILES	E coli WT inh
Cc1ccc(OCCCC(=O)N2CCOCC2)c(C)c1	9
COc1ccc(C2(C(=O)Nc3ccc(C(=O)O)cc3)CCOCC2)cc1	-20
CCn1c(SCCOc2ccc(OC)cc2)nnc1C(CO)NC(=O)c1ccc(OC)cc1 (stereo not drawn)	-19
COc1ccccc1N1CCN(C(=O)c2ccc(S(=O)(=O)N3CCCCCC3)cc2)CC1	-9
COC(=O)COc1ccc(S(=O)(=O)Nc2ccc(C(N)=O)cc2)cc1	-14
O=C(c1cc(-c2ccncc2)nc2ccc(Br)cc12)N1CCN(c2ccccn2)CC1	-16
COc1cccc(N(CC(=O)Nc2cccc(N(C)S(C)(=O)=O)c2)S(C)(=O)=O)c1	-10
COc1ccc(OC)c(NC(=O)CCN2CCCCC2)c1	1
COc1ccc(CCN2CC(O)=C(c3nc4ccccc4c(=O)[nH]3)C2=N)cc1OC	-4
N#Cc1sc2nc3c(c(-c4cccnc4)c2c1N)CCC3	-14
COC(=O)CCC(=O)Nc1cccc(Br)c1	-1
O=c1oc2ccccc2c(O)c1CN1CCCCC1	-2
Cn1c(C(=O)NCC2CCCO2)cc2c(=O)n(C)c3ccccc3c21 (stereo not drawn)	-2
O=C(Cn1nc(Cc2cccnc2)c2ccccc2c1=O)NCC1CCCO1 (stereo not drawn)	-1
CCOC(=O)c1ccc(CNC(=O)c2n[nH]c(=O)c3ccccc23)o1	-3
COc1cccc(C(=O)NC2=NCCS2)c1	-4
CCOC(=O)C1CCCN(C(=O)c2c(-c3ccccc3Cl)noc2C)C1 (stereo not drawn)	-1
CCN1CCN(CCCNC(=O)C2c3ccccc3C(=O)N(C)C2c2ccc(OC)cc2)CC1 (stereo not drawn)	-1
Cc1sc2ncn(CCn3cnc4sc(C)c(C)c4c3=O)c(=O)c2c1C	-15
CCN(CC)S(=O)(=O)N1CCC(C(=O)NCC2COc3ccccc3O2)CC1 (stereo not drawn)	-4

Three entries from above, as comma-separated lines.
Molecule,E coli WT inh
COc1ccc(OC)c(NC(=O)CCN2CCCCC2)c1,1
COc1ccc(CCN2CC(O)=C(c3nc4ccccc4c(=O)[nH]3)C2=N)cc1OC,-4
N#Cc1sc2nc3c(c(-c4cccnc4)c2c1N)CCC3,-14

Single entries from the list:
Under E coli WT inh, CCN1CCN(CCCNC(=O)C2c3ccccc3C(=O)N(C)C2c2ccc(OC)cc2)CC1 (stereo not drawn) has the entry -1
Under E coli WT inh, COC(=O)CCC(=O)Nc1cccc(Br)c1 has the entry -1
Under E coli WT inh, COc1ccc(OC)c(NC(=O)CCN2CCCCC2)c1 has the entry 1

Other structures:
SMILES	E coli WT inh
O=C(Nc1ccc(N2CCN(Cc3ccccc3Cl)CC2)cc1)c1cccnc1	-4
Cc1cc(NC(=O)C2CC(c3cccc(Br)c3)=NO2)no1 (stereo not drawn)	-3
CN1CCN(c2nc(N3CCN(c4ccccc4)CC3)ncc2F)CC1	4
O=C(CSc1nnc(C2CC2)n1Cc1ccccc1)c1ccc(S(=O)(=O)N2CCOCC2)cc1	6
O=C1c2ccccc2C(=O)N1CCCCCc1nc(-c2ccccc2)no1	-9
Cn1c(=O)c2c(nc(N3CCc4ccccc4C3)n2Cc2ccccc2F)n(C)c1=O	-17
C[C@H]1C[C@@H]2[C@H]([C@@H](O)C[C@@]3(C)[C@H]2CC[C@]3(O)C(=O)CO)[C@@]2(C)C=CC(=O)C=C12	7
Cc1nc2ccc(F)cc2cc1C(=O)NCC1CCCO1 (stereo not drawn)	-8
Cc1onc(-c2c(F)cccc2Cl)c1C(=O)Nc1nc2c(s1)CCCC2	-1
Nc1c(C(=O)NCCc2ccccc2)nnn1Cc1ccccc1	5
CCC1=Nc2ccccc2-c2nnc(SC)nc2O1	0
O=C(Nc1ccc2c(c1)OC1(CCCC1)O2)C1CC1	-20
O=C1c2ccccc2C(=O)N1CCC(=O)N1CCc2ccccc21	7
Cn1c(=O)c2c(nc(CN3CCN(C(=O)c4ccco4)CC3)n2Cc2ccccc2)n(C)c1=O	-14
Cc1cccc(C(=O)N2CCC(n3nnc4cc(F)ccc43)CC2)c1	-3
O=C1CCN(S(=O)(=O)c2ccccc2)C2CCCCC12 (stereo not drawn)	-14
NC(=O)c1ccc(-n2nnnc2Oc2ccccc2C(=O)N2CCOCC2)cc1	-25
O=C(OCc1ccccc1)c1ccc(Br)o1	-21
O=c1oc2ccccc2c(O)c1C=NCc1ccccn1	4
O=C(c1cccs1)N1CCN(CCc2ccccc2)CC1	-19
Cc1cc(=O)n2[nH]c(COc3ccccc3)nc2n1	-11
CC1CCCCN1CCCn1c(=S)[nH]c2ccccc2c1=O (stereo not drawn)	-20
COc1cc(Br)cc(CN2CCN(C/C=C/c3ccccc3)CC2)c1O	12
CC(C)NC(=O)c1cc(=O)n(C)c(=O)n1C	-12
O=C(COc1ccc(S(=O)(=O)N2CCCCC2)cc1)NC1CCCCC1	-10
C=COC(=O)CSc1snc(SCC(=O)OC)c1C#N	-1
CCOc1ccc(N(CC(=O)NC2CCCC2)S(=O)(=O)c2c(C)[nH]c(=O)[nH]c2=O)cc1	2
CC1(C)NC(=O)N(CCOc2ccc3c(c2)CCC3)C1=O	7
CC(=O)OCC(=O)[C@@]12OC(C)(C)O[C@@H]1C[C@H]1[C@@H]3C[C@H](F)C4=CC(=O)C=C[C@]4(C)[C@@]3(F)[C@@H](O)C[C@@]12C	5

A portion of the library; rates above refer to the full screens.
